PI4K2A inh: blocks human PI4K2A kinase activity; Q9BTU6; purified PI4K2A, ADP-Glo luminescence, 1 h; hits give low values; activity change, negative = inhibition, % at 76.9 µM; actives 0.13% (n = 420,000); in the data active = activity change below about -50%; inconclusive = mostly about -30% to -49%;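 note: -100% = wells without enzyme as full effect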
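In this quantitative HTS, ADP production by PI4K2A was quantified luminescently after 1 h at ambient temperature; 100 microM adenosine served as plate-quality control.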
Pin1 inhibitor: inhibitors of human Pin1; actives 0.009% (n = 390,000); Pin1 FP peptide displacement, HiFluor488, 10 min; AID 504891; Potency, µM (series often up to 115 µM), without a hit: at the top dose activity, negative = inhibition, hits mostly inhibitors; active = well fitted inhibition curve with a large enough effect in the polarisation, with a control signal flat, not every such curve was filed as active; inconclusive = small, poorly fitted or top-dose-only effect, or effect the other way, or a change in a side signal; inactive = no such curve, though single readings can be large or run the other way; the % refers to the polarisation; note: potency is the fitted concentration of half-maximal effect; % is set by controls: 0 for no effect and ±100 for the full control effect
BAZ2B inh: blocks human BAZ2B | actives 4.4% (n = 360,000) | AlphaScreen BAZ2B-H3K14Ac peptide displacement | Q9UIF8 | Potency, µM (series often up to 114 µM), for inactives: top-dose activity change, negative = inhibition, usual class: inhibitors | AID 504333; note: potency is the fitted concentration of half-maximal effect; % is set by controls: 0 for no effect and ±100 for the full control effect; nearly all actives have a fitted effect of over 60% in size
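Inhibition is scored as reduced AlphaScreen emission. The BAZ2B/b-H3(5-23)K14Ac complex (50 nM each) in PBS pH 7.4, 0.01% Tween-20 meets compound (up to 110 uM) for 30 min at RT before bead addition.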
POLH inh: DNA polymerase eta (human) inhibition; Q9Y253; recombinant Pol eta, fluorescent DNA replication assay; Potency, µM (top dose mostly 114 µM), for the others: at the highest dose activity change, negative = inhibition, hits mostly inhibitors; actives 1.2% (n = 390,000); AID 588591; note: potency is the fitted concentration of half-maximal effect; % is set by controls: 0 for no effect and ±100 for the full control effect
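Pol eta (10 nM) was preincubated with compounds for 15 min at room temperature, after which fluorescent replication substrate (50 nM final) was added to start the reaction. Fluorescence was read kinetically at 0 and 10 min.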
HP1b chromo inh: inhibitors of HP1-beta chromodomain binding to methylated histone tails; Potency, µM (highest dose often 114 µM), for inactives: top-dose activity change, negative = inhibition, actives largely listed as inhibitors; AlphaScreen HP1-beta / biotin-H3K9me3 peptide binding; P83916; AID 540317; actives 0.56% (n = 390,000); note: potency is the fitted concentration of half-maximal effect; nearly all actives have a fitted effect of over 70% in size; inactives centre near 23
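AlphaScreen: HP1-beta (50 nM) preformed 30 min with biotin-H3(1-18)K9me3 peptide (50 nM) in PBS pH 7.4, 0.01% Tween-20. Compound added for 30 min at RT, then streptavidin donor/nickel chelate acceptor beads (10 ug/mL) for 30 min.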
G9a block: blocks human histone lysine methyltransferase G9a; Q96KQ7; G9a H3K9 monomethylation, AlphaScreen, 2 h; Potency, µM (highest dose often 102 µM), for inactives: top-dose activity, negative = inhibition, most hits filed as inhibitors; actives 8.8% (n = 350,000); note: potency is the fitted concentration of half-maximal effect; % is set by controls: 0 for no effect and ±100 for the full control effect; nearly all actives have a fitted effect of over 75% in size
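Enzyme 20 nM + cpd, 15 min RT; add b-H3K9 pep 500 nM / SAM 20 uM; 2 h RT; anti-H3K9me1 Ab 0.5 ug/mL + SA donor / anti-rabbit acceptor beads 20 ug/mL each, 10 min; AlphaScreen read.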
GLS inhibitor: glutaminase GLS (human) inhibition | O94925 | GLS enzymatic activity, qHTS titration | Potency, µM (series often up to 45.5 µM), without a hit: at the top dose activity change, negative = inhibition, most hits filed as inhibitors | actives 0.21% (n = 410,000) | AID 624170; note: potency is the fitted concentration of half-maximal effect; % is set by controls: 0 for no effect and ±100 for the full control effect
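Assay buffer: 45 mM KH2PO4 pH 8.2, 0.02% Tween-20. hKGA acts on L-glutamine (1 mM solution added); product glutamate is reported by an oxidase/peroxidase Amplex Red coupling, with fluorescence taken at baseline and 30 min.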
PGK inhibitor: inhibitors of T. brucei phosphoglycerate kinase; P07378; PGK/GAPDH coupled, Kinase-Glo luminescence, 60 min; Potency, µM (doses to about 57.5 µM), inactives show at the highest dose activity change, negative = inhibition, actives largely listed as inhibitors; actives 0.043% (n = 380,000); AID 602233; note: potency is the fitted concentration of half-maximal effect; % is set by controls: 0 for no effect and ±100 for the full control effect; nearly all actives have a fitted effect of over 60% in size
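Recombinant glycosomal PGK reaction used 1,3-bisphosphoglycerate generated in-well by GAPDH (100nM final) in 100mM TEA pH 7.6, 5mM MgCl2, 0.01% Tween-20. After 60 minutes at room temperature, ATP was read by Kinase-Glo Plus luminescence end-point.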
JMJD2A Tudor: JMJD2A Tudor domain (human) inhibition; O75164; AlphaScreen JMJD2A-Tudor / H3K4me3 peptide binding; Potency, µM (doses to about 114 µM), for the others: at the highest dose activity change, negative = inhibition, most hits filed as inhibitors; actives 4.4% (n = 390,000); AID 504339; note: potency is the fitted concentration of half-maximal effect; % is set by controls: 0 for no effect and ±100 for the full control effect; nearly all actives have a fitted effect of over 50% in size
Target sequence (O75164 whole entry, looked up, the tested form may be a part): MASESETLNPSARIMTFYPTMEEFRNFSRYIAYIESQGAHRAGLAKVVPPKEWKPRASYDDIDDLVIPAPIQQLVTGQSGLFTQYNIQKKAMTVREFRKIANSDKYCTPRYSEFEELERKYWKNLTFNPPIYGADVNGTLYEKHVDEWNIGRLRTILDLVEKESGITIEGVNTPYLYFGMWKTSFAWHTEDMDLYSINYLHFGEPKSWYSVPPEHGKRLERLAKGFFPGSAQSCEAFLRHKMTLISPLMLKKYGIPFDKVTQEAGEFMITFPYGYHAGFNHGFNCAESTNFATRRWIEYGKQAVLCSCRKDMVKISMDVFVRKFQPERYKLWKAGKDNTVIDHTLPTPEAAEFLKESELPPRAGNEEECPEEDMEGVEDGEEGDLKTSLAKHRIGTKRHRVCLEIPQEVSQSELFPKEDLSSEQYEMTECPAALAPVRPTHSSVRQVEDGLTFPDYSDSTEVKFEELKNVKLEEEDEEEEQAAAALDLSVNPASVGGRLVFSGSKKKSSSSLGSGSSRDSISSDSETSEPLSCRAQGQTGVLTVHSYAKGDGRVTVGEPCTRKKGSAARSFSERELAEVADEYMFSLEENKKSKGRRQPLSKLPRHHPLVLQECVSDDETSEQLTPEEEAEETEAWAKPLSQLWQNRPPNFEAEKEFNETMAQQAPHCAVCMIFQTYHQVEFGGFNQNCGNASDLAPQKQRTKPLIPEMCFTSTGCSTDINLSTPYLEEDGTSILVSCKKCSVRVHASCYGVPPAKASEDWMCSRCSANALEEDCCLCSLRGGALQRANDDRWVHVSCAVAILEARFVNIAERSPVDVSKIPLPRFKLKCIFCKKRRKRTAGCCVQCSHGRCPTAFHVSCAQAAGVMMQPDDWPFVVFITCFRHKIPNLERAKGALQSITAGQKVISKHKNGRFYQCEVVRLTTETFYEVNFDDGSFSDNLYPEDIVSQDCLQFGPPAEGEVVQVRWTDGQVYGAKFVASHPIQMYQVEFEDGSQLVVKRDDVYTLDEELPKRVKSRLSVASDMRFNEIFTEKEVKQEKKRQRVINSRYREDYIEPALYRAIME
An asterisk follows results filed as active; & = joins results of further samples; [ ] = remark or other dose. Unless noted, calls come from the whole dose curve; as a rule, active = well fitted curve in the direction sought with a large enough effect; inconclusive = small, poorly fitted or top-dose-only effect, or another doubt; inactive = no such curve, though single readings can be large; an effect the other way counts as inactive or inconclusive.

`CCC(OC(=O)c1cccs1)C(=O)NCc1ccc(C)cc1` (centres undefined) gave PI4K2A inh 0, Pin1 inhibitor -8%, BAZ2B inh -21%, POLH inh -13%, HP1b chromo inh 58%[activator], G9a block 33%, GLS inhibitor -7%, PGK inhibitor -7% and JMJD2A Tudor -2%.
O=C(COC(=O)C1CCN(S(=O)(=O)c2ccc3c(c2)OCCO3)CC1)Nc1cc(C(F)(F)F)ccc1Cl was read as PI4K2A inh 3, Pin1 inhibitor 18%, BAZ2B inh -3%, POLH inh -6%, HP1b chromo inh 22%, G9a block 16%[59 µM], GLS inhibitor 14%, PGK inhibitor -1% and JMJD2A Tudor -7%.
`O=C(CSc1ccccc1)NC1CCCCCCC1` gave PI4K2A inh -2, Pin1 inhibitor -8%, BAZ2B inh -1%, POLH inh -10%, HP1b chromo inh 40%[activator], G9a block 59%[activator], GLS inhibitor 7%, PGK inhibitor -8% and JMJD2A Tudor 14%.
For O=C(CSc1nc2ccccc2s1)N1N=C(c2cccs2)CC1c1ccc(F)cc1 (centres undefined) the results were PI4K2A inh -3, Pin1 inhibitor 7%, BAZ2B inh -10%, POLH inh -6%, HP1b chromo inh 28%, G9a block 13%[59 µM], GLS inhibitor 0%, PGK inhibitor -10% and JMJD2A Tudor -10%.
For CC/C(=N\NC(=S)Nc1ccc(OC)cc1)c1ccc(OC(F)F)cc1 the results were PI4K2A inh 1, Pin1 inhibitor -2%, BAZ2B inh inconclusive, POLH inh -26%, HP1b chromo inh inconclusive, G9a block 40µM*, GLS inhibitor inconclusive, PGK inhibitor inactive and JMJD2A Tudor inconclusive.
Screening COc1ccc(CCNC(=O)CN2C(=O)CCSc3ccccc32)c(OC)c1 returned PI4K2A inh 9, Pin1 inhibitor -1%, BAZ2B inh -3%, POLH inh -3%, HP1b chromo inh 14%, G9a block 2%, GLS inhibitor 1%, PGK inhibitor -10% and JMJD2A Tudor inconclusive.
Screening O=C(Cn1nc(Cc2ccncc2)c2ccccc2c1=O)Nc1cccc(C(F)(F)F)c1 returned PI4K2A inh -11, Pin1 inhibitor 0%, BAZ2B inh -16%, POLH inh inconclusive, HP1b chromo inh 68%, G9a block -2%[59 µM], GLS inhibitor -5%, PGK inhibitor -6% and JMJD2A Tudor -18%.
Screening COc1ccccc1NC(=O)c1sc(-c2ccc(Cl)cc2)cc1N returned PI4K2A inh -3, Pin1 inhibitor -3%, BAZ2B inh 7%, POLH inh -8%, HP1b chromo inh 64%[activator], G9a block 61%[activator][59 µM], GLS inhibitor -4%, PGK inhibitor -9% and JMJD2A Tudor 12%.
COc1ccc(NC(=O)c2cc(C3CC3)nc3c2cnn3C(C)C)cc1OC was read as PI4K2A inh -3, Pin1 inhibitor inconclusive, BAZ2B inh -32%, POLH inh -14%, HP1b chromo inh 23%, G9a block 14%[12.7 µM], GLS inhibitor 1%, PGK inhibitor 4% and JMJD2A Tudor -27%.
`COC(=O)c1c(NC(=O)c2ccccc2)sc(Cc2ccccc2)c1C` gave PI4K2A inh 5, Pin1 inhibitor 5%, BAZ2B inh 51%[activator], POLH inh -12%, HP1b chromo inh 108%[activator], G9a block 29%[59 µM], GLS inhibitor -27%, PGK inhibitor -6% and JMJD2A Tudor 48%[activator].
Screening O=C(NCCc1cn2ccccc2n1)c1cc(COc2ccc3ncccc3c2)on1 returned PI4K2A inh -5, Pin1 inhibitor 2%, BAZ2B inh -18%, POLH inh -10%, HP1b chromo inh 11%, G9a block -2%[59 µM], GLS inhibitor -15%, PGK inhibitor -2% and JMJD2A Tudor -7%.
For O=C(CSc1ccccc1)Nc1ccc(N2CCOCC2)c(F)c1 the results were PI4K2A inh -3, Pin1 inhibitor 1%, BAZ2B inh 4%, POLH inh -6%, HP1b chromo inh 27%, G9a block 4%[12.7 µM], GLS inhibitor -5%, PGK inhibitor inactive and JMJD2A Tudor 4%.
Screening C=CCn1c(COc2ccccc2F)nnc1SCC(=O)NC(=O)NCc1ccco1 returned PI4K2A inh inconclusive, Pin1 inhibitor 4%, BAZ2B inh inconclusive, POLH inh inconclusive, HP1b chromo inh 0%, G9a block -12%[59 µM], GLS inhibitor 4%, PGK inhibitor inconclusive and JMJD2A Tudor inconclusive.
Cn1c(/C(C#N)=C/c2cccc(O)c2)nc2ccccc21 was read as PI4K2A inh 3, Pin1 inhibitor -3%, BAZ2B inh -19%, POLH inh 11%, HP1b chromo inh inconclusive, G9a block -24%, GLS inhibitor 5%, PGK inhibitor 3% and JMJD2A Tudor 22µM*.
Screening NS(=O)(=O)c1ccc(NC(=S)NNC(=O)c2cccs2)cc1 returned PI4K2A inh -19, Pin1 inhibitor 1%, BAZ2B inh -23%, POLH inh 7%, HP1b chromo inh 0%, G9a block 8.9µM*, GLS inhibitor 0%, PGK inhibitor 6% and JMJD2A Tudor -12%[11.4 µM].
COc1ccccc1CNC(=O)Cn1c(=O)oc2cc(S(=O)(=O)N3CCCC3)ccc21 was read as PI4K2A inh 2&1, Pin1 inhibitor -9%&3%, BAZ2B inh -5%&0%, POLH inh -2%&-8%, HP1b chromo inh 31%&28%, G9a block 11%[59 µM], GLS inhibitor -1%&-23%, PGK inhibitor -8% and JMJD2A Tudor -9%&-14%.
For CCCCNC(=O)CSc1nnc(-c2ccc(S(=O)(=O)N3CCCC3)cc2)n1C the results were PI4K2A inh 1, Pin1 inhibitor -6%, BAZ2B inh -3%, POLH inh 6%, HP1b chromo inh 24%, G9a block 19%[59 µM], GLS inhibitor 12% and JMJD2A Tudor -7%.
`O=C(CN1C(=O)S/C(=C\c2ccccn2)C1=O)Nc1ccccc1` gave PI4K2A inh -6, Pin1 inhibitor 7%, BAZ2B inh -8%, POLH inh -4%, HP1b chromo inh 29%, G9a block -2%[0.501 µM], GLS inhibitor -3%, PGK inhibitor inactive and JMJD2A Tudor -5%.
Screening O=C1[C@H]2[C@H](ON3CCCC[C@H]23)C(=O)N1c1cccc(C(F)(F)F)c1 returned PI4K2A inh -1, Pin1 inhibitor -6%, BAZ2B inh -9%, POLH inh -21%, HP1b chromo inh -11%, G9a block -30%, GLS inhibitor -21%, PGK inhibitor -9% and JMJD2A Tudor -12%.
Screening COc1ccc([C@H]2CC(=O)C=C(c3cc(F)ccc3OC)C2)cc1 returned PI4K2A inh -1, Pin1 inhibitor 10%, BAZ2B inh -6%, POLH inh -12%, HP1b chromo inh 68%[activator], G9a block 13%[0.501 µM], GLS inhibitor 3%, PGK inhibitor -5% and JMJD2A Tudor 3%.
Screening Cc1nn(C(C)C(=O)O)c(C)c1[N+](=O)[O-] (centres undefined) returned PI4K2A inh -1, Pin1 inhibitor -1%, BAZ2B inh 1%, POLH inh -12%, HP1b chromo inh 27%, G9a block 20%[0.501 µM], GLS inhibitor -9%, PGK inhibitor -3% and JMJD2A Tudor 9%.
O=C(NCc1ccccc1Cl)c1cc2cccc3c2n1CCS3 was read as PI4K2A inh 0, Pin1 inhibitor 28%, BAZ2B inh 9%, POLH inh -13%, HP1b chromo inh 50%[activator], G9a block 2%[59 µM], GLS inhibitor -1%, PGK inhibitor 11% and JMJD2A Tudor 11%.
For Cc1ccc([C@H]2C(C(=O)O)=CC[C@@H](c3ccc(C)cc3)N2S(=O)(=O)c2ccc(C)cc2)cc1 the results were PI4K2A inh -3, Pin1 inhibitor -1%, POLH inh -18%, HP1b chromo inh 8%, GLS inhibitor 19%, PGK inhibitor 5% and JMJD2A Tudor -31%.
CCC(Sc1nc2ncccc2[nH]1)C(=O)NC1CCCC1 (centres undefined) was read as PI4K2A inh 0, Pin1 inhibitor -2%, BAZ2B inh -3%, POLH inh -5%, HP1b chromo inh 40%[activator], G9a block -11%, GLS inhibitor -2%, PGK inhibitor -2% and JMJD2A Tudor -13%.
For CCOC(=O)C1(Cc2cccc(OC)c2)CCN(Cc2cccn2-c2nccs2)CC1 the results were PI4K2A inh 1, Pin1 inhibitor -2%, BAZ2B inh -35%, POLH inh 1%, HP1b chromo inh -5%, G9a block -13%, GLS inhibitor 9%, PGK inhibitor -5% and JMJD2A Tudor inconclusive.
For CC(=O)Nc1ccc(C(=O)n2nc(C)cc2C)cc1 the results were PI4K2A inh 1, Pin1 inhibitor -1%, BAZ2B inh 2%, POLH inh -11%, HP1b chromo inh 61%, G9a block 9%[59 µM], GLS inhibitor 1%, PGK inhibitor inactive and JMJD2A Tudor -7%.
N=c1n(CC(=O)c2ccc([N+](=O)[O-])cc2)c2ccccc2n1Cc1ccc(Cl)cc1 was read as PI4K2A inh inconclusive, Pin1 inhibitor inconclusive, BAZ2B inh -30%, POLH inh -9%, HP1b chromo inh 3%, G9a block inconclusive, GLS inhibitor -5%, PGK inhibitor -5% and JMJD2A Tudor -29%.

By substructure: the entries above with a COOH group.
Screening Cc1nn(C(C)C(=O)O)c(C)c1[N+](=O)[O-] (centres undefined) returned PI4K2A inh -1, Pin1 inhibitor -1%, BAZ2B inh 1%, POLH inh -12%, HP1b chromo inh 27%, G9a block 20%[0.501 µM], GLS inhibitor -9%, PGK inhibitor -3% and JMJD2A Tudor 9%.
For Cc1ccc([C@H]2C(C(=O)O)=CC[C@@H](c3ccc(C)cc3)N2S(=O)(=O)c2ccc(C)cc2)cc1 the results were PI4K2A inh -3, Pin1 inhibitor -1%, POLH inh -18%, HP1b chromo inh 8%, GLS inhibitor 19%, PGK inhibitor 5% and JMJD2A Tudor -31%.

Screening data: PubChem, National Center for Advancing Translational Sciences (NCATS)

This is a subset, so the mix of outcomes need not match the whole.
